Screening data (PubChem BioAssay)
mcGAS inh – blocks mouse cGAS activity | Q8C6L5 | recombinant cGAS, Kinase-Glo ATP depletion luminescence | inhibition, % at 12.5 µM | 160,000 compounds, 0.15% hits | AID 1259399;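 note: 0% = negative control wells and 100% = reference inhibitor with no enzyme activity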
hcGAS inh – blocks human cGAS activity; Q8N884; recombinant h-cGAS, ATP depletion, Kinase-Glo luminescence; inhibition, % at 12.5 µM; 290,000 compounds, 0.081% hits; AID 1259398;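 note: 0% = vehicle reaction and 100% = reaction without DNA for no activity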
Target sequence (Q8N884 whole entry, looked up): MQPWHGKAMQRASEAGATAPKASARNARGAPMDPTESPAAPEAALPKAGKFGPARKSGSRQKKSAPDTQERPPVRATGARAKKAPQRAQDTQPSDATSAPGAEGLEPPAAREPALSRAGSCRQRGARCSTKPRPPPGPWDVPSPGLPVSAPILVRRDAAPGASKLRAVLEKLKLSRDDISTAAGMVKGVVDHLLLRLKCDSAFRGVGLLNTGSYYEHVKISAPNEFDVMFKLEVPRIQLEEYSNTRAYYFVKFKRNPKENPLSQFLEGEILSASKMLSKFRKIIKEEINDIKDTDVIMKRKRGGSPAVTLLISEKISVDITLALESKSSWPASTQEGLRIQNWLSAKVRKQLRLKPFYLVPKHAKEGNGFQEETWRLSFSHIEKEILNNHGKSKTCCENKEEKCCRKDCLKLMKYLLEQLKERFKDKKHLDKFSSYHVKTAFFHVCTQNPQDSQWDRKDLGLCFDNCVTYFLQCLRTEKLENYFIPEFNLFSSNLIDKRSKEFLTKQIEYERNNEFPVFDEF
NPYLR7 ag – activates Aedes aegypti NPYLR7 receptor; AID 1259423; HEK293T NPYLR7/Galpha15, GCaMP6s calcium fluorescence; 270,000 compounds, 0.15% hits; activation, % at 10 µM; in the data active = activation above about 40%;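 note: 0% = vehicle and 100% = reference agonist at the receptor; some compounds past the cut are filed as inactive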
The depositor's hits bear a star; · = no result given; & = joins results of further samples. Cut-off read from the data, not from the text of the source, unless noted: active = inhibition above about 40%; inactive = the rest.

cpd	SMILES	hcGAS inh	mcGAS inh	NPYLR7 ag
1	CC(C)CN1CC(OCc2cccc(F)c2)CN(C(=O)Cn2cnc3ccccc3c2=O)CC1=O (stereo not given)	-24	-8	19
2	Cc1ccc(-n2ncc3c(=O)n(NC(=O)c4ccccc4)cnc32)cc1C	7	·	16
3	COCCN(CC(=O)Nc1nc(CC(=O)N2CCN(c3ccc([N+](=O)[O-])cc3)CC2)cs1)C(=O)c1ccccc1Cl	3	2	1
4	CCCc1cc(=O)n2[nH]c(COC)c(-c3ccc(Cl)cc3)c2n1	-4	·	-16
5	CCCCCNC(=O)c1c(-c2ccccc2)noc1C	-3	·	0
6	COc1ccc(OC)c(NC(=O)N2CCc3ccccc3C2c2ccc(C)cc2)c1 (stereo not given)	-1	-5	7
7	CNc1ncccc1CN(Cc1ccc(F)cc1)CC1CCCO1 (stereo not given)	-8	·	18
8	COCCNC(=O)C(NC(=O)c1ccccc1Cl)C1CCN(C(=O)c2ccccc2OC)CC1 (stereo not given)	-5	-5	2
9	CC(C)CNC(=O)NC(=O)Cn1ccnc1	-7	-15	17
10	Cc1ccc(CN(C)CC(=O)Nc2cc(Cl)ccc2C#N)cc1	-5	-6	3
11	CCCNC(=O)CNC(=O)c1cc2c(s1)-c1ccccc1OC2	6	·	0
12	Cc1cccc(N=Nc2c(O)[nH]c3ccc(F)cc23)c1	1	·	-3
13	Cc1ccc(-c2ccnc(NCCSc3nnnn3C)n2)c(C)n1	-11	·	8
14	O=C(O)Cc1cc(C(F)(F)F)on1	-12	·	6
15	COc1ccc(/C=c2/sc3nc(-c4cccs4)nn3c2=O)cc1	-5	-3	6
16	CC(C)C1CN(C(=O)CN2C(=O)CNC2=O)CCC(=O)N1CC1CC1 (stereo not given)	-5	·	4
17	CCOCCn1c(=O)c2c(nc3n(-c4ccc(OCC)cc4)c(C)cn23)n(C)c1=O	-2	·	-1
18	CN(CC(=O)Nc1cccnc1Cl)c1ccc2ccccc2c1	-7	·	10
19	CCN(Cc1nc(COC)no1)C(=O)Cc1cccnc1	-6	·	0
20	Clc1ccc2nc(NN=Cc3cccc4nccnc34)nc(-c3ccccc3)c2c1	-9	-3	5
21	COc1ccc(-c2cnc3ncnn3c2N2CCN(C(=O)c3oc4ccccc4c3C)CC2)cc1	1	-5	23
22	CCC(=O)Nc1ccc(NC(=O)CC2CN(C(C)C)CCO2)cc1Cl (stereo not given)	-4	·	7
23	CO[C@@H]1C[C@@H]2CC(C)(C)OC[C@@]2(O)[C@H]1N1CCC(Cc2ccccc2)CC1	1	2	3
24	CCc1ccc(C(C2Sc3nc(CC)nn3C2=O)N2CCC(C(=O)OC)CC2)cc1 (stereo not given)	-10	-7	-1
25	Cc1cccc(-n2nc(C(=O)Nc3ccccc3)c(=O)n(Cc3ccc(F)cc3)c2=O)c1	-2	-4	16

Continuation:
cpd	SMILES	hcGAS inh	mcGAS inh	NPYLR7 ag
26	CCc1nc(C)nc(N2CCN(C(=O)c3ccc(F)cc3)CC2)c1Cc1cc(C)ccc1C	-1	1	2
27	O=C(Nc1nnc(C2CC2)s1)c1cccc(S(=O)(=O)Nc2ccc([N+](=O)[O-])cc2)c1	2	-5	14
28	CC(C)Cn1c(-c2ccncc2)n[nH]c1=S	0	-5	1
29	CN(C)c1ccc(CNc2cccc(F)c2C#N)cc1	-18	·	3
30	C=CCNC(=O)c1cc2ccc(F)cc2s1	-5	·	9
31	Cc1ccc(C)c(C(C)Nc2ncccc2S(N)(=O)=O)c1 (stereo not given)	-5&-10	-4	8&6
32	CNc1ccc(C(=O)N2CCN(Cc3cccc(-c4noc(-c5cccc(Cl)c5)n4)c3)CC2)cc1	1	2	·
33	CCOC(=O)c1nc2cc(Cl)c(Cl)cc2nc1N1CCN(C(=O)C(=O)OC)CC1	-3	-5	3
34	NC(=O)C1CCCCN1Cn1c(=O)oc2ccccc21 (stereo not given)	-5	·	-6
35	CS(=O)(=O)N1CCC(NCCN2CCCC(c3ccccc3)C2)CC1 (stereo not given)	-7	-17	·
36	Cc1cc(C)n(C(C)CNC(=O)C2(Oc3cccnc3C)CCNCC2)n1 (stereo not given)	0	-7	23
37	Cc1ccc(-c2ccnc(N(C)CCN3CCCCC3=O)n2)c(C)n1	-5	-11	0
38	COCCN(CCOC)C(=O)Cn1cnc2scc(-c3ccccc3)c2c1=O	-3	·	-5
39	CCCCn1c(=O)c2c(nc3n2CCCN3c2ccc(OC)cc2)n(C)c1=O	-8	·	-1
40	Cc1ccc(CSc2nnc(C3CC3)n2-c2cccc(C)c2)cc1	2	1	·
41	CCCOc1ccc(CNC(=O)CCn2cnc3c([nH]c4ccc(F)cc43)c2=O)cc1	-7	-11	·
42	CCc1nnsc1C(=O)NC(c1cccs1)C(C)(C)C (stereo not given)	-4&-8	·	0&1
43	O=C(CCc1ncc(-c2ccccc2F)o1)Nc1ccc(F)c(F)c1F	-8	-7	3
44	Cc1cc(C(=O)N2CCN(c3ncccc3C(=O)NCc3ccc4c(c3)OCO4)CC2)n(C(C)(C)C)n1	-10	-8	17
45	Cc1cc(C(=O)NC(C)c2cc(F)c(Cl)cc2Cl)no1 (stereo not given)	-7	·	7
46	Cc1cc(C)n(-c2nnc(C)n2/N=C\c2ccc(OC(C)C)cc2)n1	-3	-8	-1
47	CCCCOc1ccc(S(=O)(=O)n2nc(C)c(S(=O)(=O)N3CCCC3)c2C)cc1	-14	·	1
48	COCCN(Cc1c(-c2ccccc2)noc1N1CCSCC1)C(=O)c1cccc(OC)c1	-2	-4	6
49	CCC1CN(CCn2cccn2)CCN1CCOC1CCCCC1C (stereo not given)	1	·	-4
50	CCc1csc(CNC(=O)C2CC(=O)N(c3cccc(O)c3)C2)n1 (stereo not given)	0	-10	6

Next section:
cpd	SMILES	hcGAS inh	mcGAS inh	NPYLR7 ag
51	COc1ccc(NC(=O)N(Cc2nc(C(=O)NCCc3ccc(Cl)cc3Cl)cs2)C(C)C)cc1	-5	-6	21
52	CCC(=O)N(Cc1cc(NC(=O)c2cccs2)ccc1N(C)C)C1CC1	-4	-8	·
53	CCOC(=O)C1(CC2CC2)CCN(C(=O)c2oc3cc(C)ccc3c2C)CC1	0	0	-1
54	CN1CCN(NS(=O)(=O)c2ccc3ccccc3c2)CC1	4	·	2
55	COc1ccccc1C1CC(c2cccc(F)c2)=NN1C(=O)CN1CCC2(CC1)OCCO2 (stereo not given)	-4	-4	2
56	COc1ccc(OC)c(C2CCCN2Cn2nc(-c3ccccc3OC)n(C)c2=S)c1 (stereo not given)	-9	-9	1
57	O=C(NC1CCCC1)N1CCN(S(=O)(=O)c2cc(Cl)ccc2Cl)CC1	-5	·	-5
58	O=C(NCC1CCCCN1)c1cc(OCC(F)(F)F)ccc1OCC(F)(F)F (stereo not given)	-7&-5&0	-6&-2	19&1&-4
59	CCC(NC(=O)c1nnn(-c2cccc(Cl)c2)c1C)C1CCOCC1 (stereo not given)	4	0	-4
60	CCc1c(C(=O)OC)nnc2cc(C)nn12	-3	·	-2
61	CCOC(=O)C1(Cc2ccccc2)CCN(Cc2c[nH]c3ccccc23)CC1	-6	·	5
62	OC(c1cccs1)c1nnc(Nc2ccc(Oc3ccccc3)cc2)s1 (stereo not given)	-5	-7	4
63	Cc1oc(-c2ccoc2)nc1CN1CCN(c2ccccc2)CC1C (stereo not given)	-5	-3	-8
64	CC(C)(C)c1cc2nc(-c3ccccc3Cl)cc(C(=O)O)n2n1	-2	·	-5
65	CCOc1ccc(C2(O)C(C)[N+]3=C(CCCC3)N2c2ccc(OC)cc2)cc1 (stereo not given)	0	-4	-1
66	CC(C)c1nccn1Cc1cc(C(=O)NCC2CCCO2)n[nH]1 (stereo not given)	-2	-9	13
67	CC(NS(=O)(=O)c1cccc(C#N)c1)c1cccs1 (stereo not given)	2	·	4
68	O=C(NC1CCSc2ccccc21)c1cc(Cl)c2c(c1)OCO2 (stereo not given)	-5	-6	11
69	CCCCCc1ccc(C(=O)N2CCCC2C(=O)Nc2nnc(-c3cccc(OC)c3)s2)cc1 (stereo not given)	-8	-6	13
70	COC1=C(Cl)C(=O)N(c2c(C)cccc2C)C1=O	-1	·	3
71	O=C(NC12CC3CC(CC(C3)C1)C2)N1CCCN(c2nc(Cc3ccc(Cl)cc3)ns2)CC1	-11	-4	-10
72	COc1ccc(N2CCN(C(C)C(=O)N(C)c3ccccc3)CC2)cc1 (stereo not given)	-2	·	11
73	O=C(N1CCC(Cc2ccc3c(c2)OCO3)CC1)C(F)(F)C(F)F	-1	-3	2
74	O=C1OCN2c3ccccc3C34OC12c1ccccc1N3COC4=O	-8	·	3
75	CCCCN1c2ccccc2N(CCCC)S1(=O)=O	-12	·	11

Ordered by formula weight (low to high): some entries from above.
cpd	SMILES	hcGAS inh	mcGAS inh	NPYLR7 ag
28	CC(C)Cn1c(-c2ccncc2)n[nH]c1=S	0	-5	1
30	C=CCNC(=O)c1cc2ccc(F)cc2s1	-5	·	9
5	CCCCCNC(=O)c1c(-c2ccccc2)noc1C	-3	·	0
75	CCCCN1c2ccccc2N(CCCC)S1(=O)=O	-12	·	11
67	CC(NS(=O)(=O)c1cccc(C#N)c1)c1cccs1 (stereo not given)	2	·	4
54	CN1CCN(NS(=O)(=O)c2ccc3ccccc3c2)CC1	4	·	2
42	CCc1nnsc1C(=O)NC(c1cccs1)C(C)(C)C (stereo not given)	-4&-8	·	0&1
7	CNc1ncccc1CN(Cc1ccc(F)cc1)CC1CCCO1 (stereo not given)	-8	·	18
64	CC(C)(C)c1cc2nc(-c3ccccc3Cl)cc(C(=O)O)n2n1	-2	·	-5
72	COc1ccc(N2CCN(C(C)C(=O)N(C)c3ccccc3)CC2)cc1 (stereo not given)	-2	·	11
61	CCOC(=O)C1(Cc2ccccc2)CCN(Cc2c[nH]c3ccccc23)CC1	-6	·	5
6	COc1ccc(OC)c(NC(=O)N2CCc3ccccc3C2c2ccc(C)cc2)c1 (stereo not given)	-1	-5	7
17	CCOCCn1c(=O)c2c(nc3n(-c4ccc(OCC)cc4)c(C)cn23)n(C)c1=O	-2	·	-1
58	O=C(NCC1CCCCN1)c1cc(OCC(F)(F)F)ccc1OCC(F)(F)F (stereo not given)	-7&-5&0	-6&-2	19&1&-4
25	Cc1cccc(-n2nc(C(=O)Nc3ccccc3)c(=O)n(Cc3ccc(F)cc3)c2=O)c1	-2	-4	16
33	CCOC(=O)c1nc2cc(Cl)c(Cl)cc2nc1N1CCN(C(=O)C(=O)OC)CC1	-3	-5	3
55	COc1ccccc1C1CC(c2cccc(F)c2)=NN1C(=O)CN1CCC2(CC1)OCCO2 (stereo not given)	-4	-4	2
48	COCCN(Cc1c(-c2ccccc2)noc1N1CCSCC1)C(=O)c1cccc(OC)c1	-2	-4	6
71	O=C(NC12CC3CC(CC(C3)C1)C2)N1CCCN(c2nc(Cc3ccc(Cl)cc3)ns2)CC1	-11	-4	-10
51	COc1ccc(NC(=O)N(Cc2nc(C(=O)NCCc3ccc(Cl)cc3Cl)cs2)C(C)C)cc1	-5	-6	21

More compounds follow:
cpd	SMILES	hcGAS inh	mcGAS inh	NPYLR7 ag
76	CC1(Cc2ccc(S(C)(=O)=O)cc2)C(=O)Nc2ccc(OC(F)(F)F)cc21 (stereo not given)	2	-1	2
77	O=C(NC[C@@H]1CCCO1)C(=O)c1ccc(C2CCCCC2)cc1	-5	-5	13
78	Cc1cccc(COCC2CN(C(=O)C3(c4ccccc4)CC3)CCO2)c1 (stereo not given)	-3	1	-9
79	Cc1c(Cn2cnc(C#N)n2)noc1-c1ccc(F)cc1	-10	·	17
80	CN=C1SC(CC(=O)NCCCOC(C)C)C(=O)N1C (stereo not given)	0	-1	-10
81	O=C(c1ccco1)N(CCCn1ccnc1)c1nc2c(F)cc(F)cc2s1	-5	-8	-13
82	CC(C)(C)n1ncc2c(=O)n(NC(=O)C3(c4ccc(Cl)cc4)CCCC3)cnc21	0	·	7
83	CCCCc1ccc(NC(=O)COc2cc(=O)n(-c3ccccc3)nc2C(=O)OCC)cc1	0	·	5
84	COC(=O)c1ccc(CNC(=O)c2ccc3c(c2)OCO3)cc1	4	5	0
85	O=C1NCCN2CCN(C(=O)Nc3ccc(F)c(C(F)(F)F)c3)CC12 (stereo not given)	1	·	-2
86	N#C/C(=C/c1ccc(F)cc1F)S(=O)(=O)c1ccc(Br)cc1	3	·	3
87	CCOc1ccc([C@H]2C3=C(C[C@H](c4cccs4)CC3=O)N=C3NNC(=O)C32)cc1 (stereo not given in full)	-6	·	-6

Three structures from above, sorted by molecular weight, rising:
cpd	SMILES	hcGAS inh	mcGAS inh	NPYLR7 ag
81	O=C(c1ccco1)N(CCCn1ccnc1)c1nc2c(F)cc(F)cc2s1	-5	-8	-13
82	CC(C)(C)n1ncc2c(=O)n(NC(=O)C3(c4ccc(Cl)cc4)CCCC3)cnc21	0	·	7
83	CCCCc1ccc(NC(=O)COc2cc(=O)n(-c3ccccc3)nc2C(=O)OCC)cc1	0	·	5

Rows are unselected. About 0.29% of those tested had a hit in this group.
